Screening results as filed in PubChem BioAssay.
Apaf1 inhib: human Apaf-1 inhibition | O14727 | reconstituted apoptosome caspase-3 activity, DEVD-Rh110 fluorescence | inhibition, % at 20 µM | 330,000 tested, 0.71% active | AID 489030; active means inhibition of at least 40% at 20 µM;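 further: plate controls were DMSO wells for no effect and DEVD-CHO caspase inhibitor wells for full effect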
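Material: reconstituted apoptosome with Apaf-1, cytochrome c, caspase-9, procaspase-3, dATP. Technique: Rh110 fluorescence intensity. Buffer or medium: pH 7.5 Hepes buffer with CHAPS, BSA, DTT. Times: 30 min plus 50 min, RT.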
SENP8 block-1: SENP8 protease inhibition; inhibition, % at 10 µM; Q96LD8; purified SENP8, Z-RLRGG-aminoluciferin cleavage, luminescence; AID 2540; 330,000 tested, 1.2% active; in the data active means inhibition above about 50%
SENP6 block: blocks the human protease SENP6; AID 2599; Recombinant SENP6 catalytic domain, aminoluciferin luminescence; inhibition, % at 10 µM; 330,000 tested, 1.8% active; Q9GZR1;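 active means inhibition above about 50% at the single tested dose, limit read from the data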;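 further: plate controls were DMSO wells with enzyme for no effect and DMSO wells lacking enzyme for full effect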
PfGluPho inh: PfG6PD (Plasmodium falciparum) enzyme inhibition; PfGluPho enzyme, NADPH resazurin-diaphorase fluorescence; inhibition, % at 20 µM; 350,000 tested, 0.78% active;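 active means inhibition reaching at least a set limit at 20 µM in the primary screen, cut at about 59% in these data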;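 further: 0% = DMSO wells with substrate and 100% = DMSO wells lacking glucose-6-phosphate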
HKDC1 inh: HKDC1 (human) hexokinase inhibition; recombinant HKDC1, G6PDH/diaphorase resazurin coupled fluorescence; inhibition, % at 20 µM; 340,000 tested, 0.16% active;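 active means inhibition above about 35% when tested at 20 µM, limit read from the data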;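 further: plate controls were DMSO wells with enzyme for no effect and DMSO wells lacking enzyme for full effect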
Target sequence (Q2TB90 whole entry, looked up): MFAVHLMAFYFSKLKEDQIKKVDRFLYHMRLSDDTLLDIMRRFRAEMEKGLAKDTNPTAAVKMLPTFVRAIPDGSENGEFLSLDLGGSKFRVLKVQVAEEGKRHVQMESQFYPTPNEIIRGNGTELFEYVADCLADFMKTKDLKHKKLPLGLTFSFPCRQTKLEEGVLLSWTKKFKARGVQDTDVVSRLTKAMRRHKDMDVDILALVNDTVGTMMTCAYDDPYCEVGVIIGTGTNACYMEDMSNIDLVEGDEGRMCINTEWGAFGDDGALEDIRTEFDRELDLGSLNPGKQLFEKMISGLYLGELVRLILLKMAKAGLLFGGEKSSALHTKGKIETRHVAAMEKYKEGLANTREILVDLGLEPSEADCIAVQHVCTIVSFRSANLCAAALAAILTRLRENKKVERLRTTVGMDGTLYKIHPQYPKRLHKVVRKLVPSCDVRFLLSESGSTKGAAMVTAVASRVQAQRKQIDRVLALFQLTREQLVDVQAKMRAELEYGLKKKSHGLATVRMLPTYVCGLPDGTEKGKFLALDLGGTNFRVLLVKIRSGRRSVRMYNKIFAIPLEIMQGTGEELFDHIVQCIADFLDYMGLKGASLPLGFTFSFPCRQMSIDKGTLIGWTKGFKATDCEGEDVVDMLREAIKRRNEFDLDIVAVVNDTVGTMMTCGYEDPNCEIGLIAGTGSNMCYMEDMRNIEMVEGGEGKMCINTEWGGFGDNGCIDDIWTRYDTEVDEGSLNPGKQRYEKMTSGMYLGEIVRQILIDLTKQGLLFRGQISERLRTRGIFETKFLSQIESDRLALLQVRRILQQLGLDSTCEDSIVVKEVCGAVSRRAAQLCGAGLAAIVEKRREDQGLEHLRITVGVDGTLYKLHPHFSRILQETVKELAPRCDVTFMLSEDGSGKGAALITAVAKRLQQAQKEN
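Test system: HK5 enzyme. Quantity: 5 µg/mL HK5 final. Reagent: glucose and ATP substrates. Schedule: 90 min reaction incubation at room temperature, dark. Technique: resazurin-to-resorufin fluorescence via G6PDH and diaphorase coupling, 525/613 nm. Control set: DMSO wells with and without enzyme mix.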
NALP3 yeast inh: inhibitors of NALP3 inflammasome in yeast; Yeast reconstituted NLRP3/ASC/caspase-1, beta-gal luminescence, 24 h; inhibition, % at 10 µM; 330,000 tested, 0.39% active; AID 2825;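 active means inhibition of 50% or more; inactive means inhibition below 50%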;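 further: plate controls were induced DMSO wells for no effect and uninduced yeast grown without galactose for full effect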
SENP1 FRET inh: inhibitors of human SENP1 SUMO protease catalytic domain; Q9P0U3; recombinant SENP1 catalytic domain, CyPet-SUMO1-YPet FRET cleavage; inhibition, % at 10 µM; 360,000 tested, 0.21% active; AID 624204;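 active means inhibition at least 30% at 10 µM, raw YFP signal under a set limit, fluorescence ratio 0.5 to 1.5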;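 further: 0% = enzyme with DMSO and 100% = no enzyme wells; some results filed as inactive read as strong as hits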
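Controls: no-enzyme wells low, DMSO-plus-enzyme wells high control. Test system: human recombinant His6-tagged SENP1 catalytic domain enzyme. Reagent: SFCypet-SUMO1-SFYpet FRET protein substrate, 25 nM final. Doses: one dose per compound, 10 µM, 0.5% DMSO. Detection: FRET, CFP and YFP emission. Timing: 50 min reaction at room temperature.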
SENP7 inh: inhibitors of human SENP7 protease | inhibition, % at 5 µM | recombinant SENP7, Z-RLRGG-aminoluciferin luminescence, 40 min | 330,000 tested, 1.5% active | Q9BQF6;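 active means inhibition above about 50% at the single test dose, limit read from the data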;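 further: plate controls were DMSO with enzyme for no effect and no enzyme buffer wells for full effect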
SENP8 block-2: SENP8 (human) protease inhibition; Q96LD8; recombinant SENP8, Nedd8 substrate fluorescence; inhibition, % at 20 µM; 360,000 tested, 0.64% active; AID 602440; in the data active means inhibition mostly above about 40%, no sharp cut-off; inactive means mostly below about 27%
Starred values were filed as active, the others as inactive; i = inactive; x = not tested or not shown.

#	Molecule	Apaf1 inhib	SENP8 block-1	SENP6 block	PfGluPho inh	HKDC1 inh	NALP3 yeast inh	SENP1 FRET inh	SENP7 inh	SENP8 block-2
1	O=C1CCCN1CCNC(=S)Nc1ccccc1	-18.6	-1.5	-3.1	-0.1	-8.4	19.4	1.8	-4.7	-21.7
2	Cc1cccc(C(=O)NNc2ncnc3c2cnn3C)c1	-4.7	-3.5	-4.4	1.4	-4.9	-11.0	1.2	-4.6	8.3
3	O=C(Cc1nnc(NC(=O)c2cccc([N+](=O)[O-])c2)s1)NCc1ccccc1	-6.3	-1.9	-15.7	-33.3	3.6	8.3	2.2	12.4	11.3
4	Cc1cc(OC(C)C(=O)N2CCN(c3ccc(F)cc3)CC2)c2c(C)c(C)c(=O)oc2c1 (stereo not drawn)	12.5	-1.6	6.9	1.3	0.1	10.4	0.5	-3.5	-74.1
5	CNC(=O)c1c(NC(=O)c2cc(-c3cc(C)c(C)cc3O)n[nH]2)sc2c1CCCC2	-39.2	0.7	-32.6	2.4	-4.4	0.6	x	9.3	x
6	CC1(NC(=O)CC(c2ccccc2)(c2ccccc2)c2ccccc2)CCN(CCCc2ccccc2)C1=O (stereo not drawn)	24.3	1.9	4.0	22.9	2.4	19.0	-0.7	5.1	15.2
7	Clc1cccc(CSc2nnc(-c3c[nH]c4ccccc34)o2)c1	16.6	-15.4	-26.3	52.6	2.8	5.4	2.2	-7.1	18.9
8	COc1ccc(Cl)cc1NC(=O)CN1C(=O)CC(C)S(=O)(=O)c2ccccc21 (stereo not drawn)	0.9	-5.2	-1.3	1.0	6.8	9.8	0.0	4.6	20.3
9	CNC1(c2nnnn2-c2ccccc2C)CCOC(C)(C)C1 (stereo not drawn)	-25.5	1.5	-0.6	-4.5	-8.6	0.6	3.0	0.3	18.7
10	COc1ccc(C(=O)Cn2c(C(C)=O)nc3ccccc32)cc1	x	x	x	28.6	10.7	x	-12.8	x	-42.6
11	CCCN(CCC)CCCNC(=O)c1cc2cc3ccc(OC)cc3nc2o1	-1.8	-1.1	4.9	7.9	-2.0	6.6	-0.4	0.9	i
12	COc1cc(C(=O)N2CCN(C(=O)C3COc4ccccc4O3)CC2)cc(OC)c1OC (stereo not drawn)	5.3	-8.3	4.7	-3.3	-7.5	6.8	1.3	10.5	-20.9
13	CCOC(=O)c1nnsc1C(OC)Oc1ccccc1 (stereo not drawn)	x	x	x	-9.5	-6.9	x	4.1	x	7.8
14	CC1=NOC(=O)/C1=C\c1ccccc1	-10.2	2.4	-12.7	6.0	-3.5	5.1	0.2	2.5	42.9*
15	C/C(CC(=O)Nc1ccc(F)cc1)=N\NC(=O)c1ccccn1	-9.4	-6.2	-23.6	8.3	-7.9	-1.0	0.4	-0.4	30.4
16	CCOc1ccc(-n2c(SCc3nc(-c4cccs4)no3)nnc2-c2ccncc2)cc1	-2.6	-2.9	-2.3	2.9	-7.1	-4.6	-0.3	-0.1	13.3
17	O=C(N/N=C/c1ccco1)c1cccc(S(=O)(=O)Nc2ccccc2Cl)c1	0.0	4.1	2.1	3.9	8.6	-0.2	-0.4	8.9	-10.4
18	CCCCS(=O)(=O)N1CCCC(C(=O)Oc2ccc(Cl)cc2)C1 (stereo not drawn)	10.0	0.7	-5.1	-15.5	7.2	25.5	2.6	4.4	-5.9
19	Cc1ccc2cc(CCNC(=O)c3cccc([N+](=O)[O-])c3)c(=O)[nH]c2c1C	-2.2	2.8	-3.6	-10.3	-1.5	4.0	2.6	4.5	4.8
20	Cc1ccc2nc(N(CCCN(C)C)C(=O)c3ccc(S(=O)(=O)N4CCOCC4)cc3)sc2c1	4.2	2.9	-3.8	-7.5	-4.5	7.7	-0.3	2.7	13.3
21	Cn1c(SCC(=O)Nc2cccc(F)c2)nc2c([nH]c3ccccc32)c1=O	-5.1	5.6	7.7	-5.4	-1.0	8.6	-1.8	8.9	-416.3
22	COc1cccc(C2=NOC(C(=O)NCc3ccccn3)C2)c1 (stereo not drawn)	-5.7	-10.3	-1.6	-12.3	11.2	9.4	2.2	-11.4	0.2
23	CCOc1cc(/C=C(/C#N)c2nc3ccccc3[nH]2)ccc1Oc1ccc([N+](=O)[O-])cn1	11.0	7.5	-16.8	-8.2	-1.1	10.5	-24.9	-0.5	-361.1
24	CC(C)NC(=O)c1ccc(CS(=O)(=O)c2ccc(Br)cc2)o1	-13.9	0.2	8.1	-4.9	-0.6	12.7	-0.1	-2.3	-5.4
25	O=C(CSc1nnc2ccccn12)NNC(=O)c1ccc([N+](=O)[O-])cc1	-10.6	-7.9	-4.8	-15.3	-0.7	-13.1	0.2	-7.3	13.5
26	Cc1ccc(S(=O)(=O)/N=C/c2ccco2)cc1	0.3	-12.3	-16.4	14.0	-2.7	16.4	1.7	-12.7	25.0
27	O=C(NCc1ccccn1)C(=O)C1C(=O)Nc2ccccc21 (stereo not drawn)	-10.2	-2.7	-39.3	6.5	-7.8	11.5	2.0	1.9	11.6
28	O=C(NN1C(=O)C2C(C1=O)C1C=CC2C12CC2)c1cccnc1 (stereo not drawn)	-8.8	-4.3	-8.2	8.2	-5.5	3.7	1.3	2.1	1.6
29	COc1ccc(C2=NOC(C(=O)NCCN3CCOCC3)C2)cc1 (stereo not drawn)	-22.1	5.8	-3.0	-8.5	-16.1	8.4	3.0	2.6	7.1
30	OCC1OC(Oc2c(Br)cc(Br)cc2Br)C(O)C(O)C1O (stereo not drawn)	x	x	x	-0.1	0.1	x	-0.2	x	2.1
31	COc1ccc([C@@H]2[C@@H]3C(=O)N(C(C)(C)C)C(=O)[C@@H]3[C@]3(Cc4ccccc4)C(=O)N(c4cccc(C)c4)C(=O)N23)cc1	3.9	0.9	-8.5	-0.2	-0.7	5.4	0.3	-4.8	13.7
32	CSc1nnc(NC(=O)c2ccc3c(c2)OCO3)s1	6.5	89.8*	96.4*	96.4*	-2.0	24.9	-0.2	96.9*	-109.4
33	Cc1ccc(C(=O)N(CC#N)CC#N)cc1C	-1.6	-6.3	-22.3	-4.3	-6.9	14.2	0.3	-0.4	10.4
34	CC(C)CNC(=O)COC(=O)c1c2c(nc3ccccc13)/C(=C/c1cccs1)CC2	x	x	x	-6.3	16.5	x	-26.5	x	-289.1
35	O=C(NC1(C(F)(F)F)NC(=O)N(c2ccc(F)c(Cl)c2)C1=O)c1ccncc1 (stereo not drawn)	-11.6	3.6	0.8	3.0	-3.0	-6.8	-0.2	-2.2	9.2
36	Nc1c(C(=O)Nc2nccs2)sc2nc(-c3cccs3)cc(C(F)(F)F)c12	3.5	-5.1	-1.5	-3.0	-4.6	11.5	25.7	-12.3	-231.9
37	Cc1ccccc1N/N=C/c1ccc(N2CCOCC2)cc1	-9.1	-7.5	-7.9	22.1	-5.1	9.6	-16.5	-3.8	-45.1
38	CC1CN(S(=O)(=O)c2ccc(C(=O)NN3CCN(C)CC3)cc2)CC(C)O1 (stereo not drawn)	-5.5	-16.3	-6.5	-18.8	-0.7	-13.3	-0.8	-8.4	5.1
39	C=C(C)COc1ccc(-c2n[nH]c(C)c2-c2ccccc2OC)c(O)c1	12.3	-4.9	1.9	-0.4	-6.3	19.6	0.2	6.1	29.2
40	NC(=O)c1cc(S(=O)(=O)N2CCOCC2)ccc1Sc1ccccc1N	-3.1	2.6	-10.5	19.9	0.4	18.0	1.5	-6.0	5.9
41	CCN(CC)S(=O)(=O)c1cc(NC(=O)c2ccc(-n3cncn3)c([N+](=O)[O-])c2)ccc1C	17.6	-7.4	-6.0	14.7	2.0	3.0	1.8	-10.5	1.9
42	CCNC(=O)CSc1nnc(-c2ccccc2)n1-c1ccc(OCC)cc1	-7.9	-3.2	13.6	-13.0	-6.6	-14.5	0.2	-6.5	8.1
43	CC(C)NC(=O)CCCOc1ccc(Cl)cc1Cl	-6.1	-4.9	-27.9	-3.2	-5.5	29.1	-0.6	-4.7	13.6
44	CC(OC(=O)/C=C/c1cccs1)C(=O)NC1CCCCC1C (stereo not drawn)	5.1	6.4	10.0	7.5	3.5	11.9	1.7	-1.1	12.0
45	COc1ccc(C2c3c(-c4ccccc4O)n[nH]c3C(=O)N2CCc2ccc(OC)c(OC)c2)cc1 (stereo not drawn)	25.9	-13.3	-9.5	10.2	-3.9	4.1	-1.0	-5.8	11.3

Compound profiles, as listed above:
NC(=O)c1cc(S(=O)(=O)N2CCOCC2)ccc1Sc1ccccc1N is entered as Apaf1 inhib = -3.1; SENP8 block-1 = 2.6; SENP6 block = -10.5; PfGluPho inh = 19.9; HKDC1 inh = 0.4; NALP3 yeast inh = 18.0; SENP1 FRET inh = 1.5; SENP7 inh = -6.0; SENP8 block-2 = 5.9
CC(C)CNC(=O)COC(=O)c1c2c(nc3ccccc13)/C(=C/c1cccs1)CC2 is entered as Apaf1 inhib = x; SENP8 block-1 = x; SENP6 block = x; PfGluPho inh = -6.3; HKDC1 inh = 16.5; NALP3 yeast inh = x; SENP1 FRET inh = -26.5; SENP7 inh = x; SENP8 block-2 = -289.1

Other records
#	Molecule	Apaf1 inhib	SENP8 block-1	SENP6 block	PfGluPho inh	HKDC1 inh	NALP3 yeast inh	SENP1 FRET inh	SENP7 inh	SENP8 block-2
46	Cc1cc2occ(CC(=O)Nc3nccs3)c2cc1C(C)C	-6.8	2.2	1.1	-3.6	0.0	6.0	1.2	7.7	12.9
47	O=C(NCC1(N2CCOCC2)CCCCC1)c1ccc(Cl)c(S(=O)(=O)NCc2ccco2)c1	9.9	0.1	2.6	1.1	-5.6	-3.3	2.8	8.5	18.4
48	COc1ccc(C(=O)NCC(=O)N2CCN(C(=O)c3ccco3)CC2)cc1OC	1.6	-10.6	-6.9	9.2	-5.0	18.0	-2.0	-4.5	8.8
49	CCCCn1c(=O)c(CCC(=O)OCC(=O)Nc2cc(Cl)ccc2OC)nc2ccccc21	2.4	-3.6	-25.3	31.8	-7.5	0.7	-0.6	6.4	-78.8
50	COc1ccccc1N(CC(=O)Nc1ccccc1)S(=O)(=O)c1cccs1	1.4	1.0	11.4	0.1	2.3	8.3	1.4	-0.7	8.6
51	c1csc(CNCc2ccncc2)c1	-7.9	7.7	14.5	-13.5	-5.7	-11.7	3.2	-3.0	8.4
52	COCCCNC(=O)CN(c1cccc(Cl)c1C)S(C)(=O)=O	-6.9	-5.1	-3.7	-0.9	1.2	8.8	-0.6	-2.4	10.0
53	COc1cccc(C2CC(c3ccccc3)Nc3nc(N)nn32)c1 (stereo not drawn)	0.6	-7.4	-16.8	-0.9	-9.9	-6.5	1.2	12.6	-19.0
54	O=C(NCC1CCCO1)c1ccc(COc2ccccc2Br)cc1 (stereo not drawn)	-10.3	-4.4	-6.7	-12.2	1.9	18.9	0.3	-11.0	12.4
55	CN1CCCN(CC(O)COCc2cccs2)CC1 (stereo not drawn)	-0.2	3.6	-10.6	-5.3	-8.5	1.5	-1.4	9.0	31.4
56	Cn1c(=O)c2c(nc(NCC3CCCO3)n2Cc2cccc(Br)c2)n(C)c1=O (stereo not drawn)	-6.4	-3.5	-2.5	-8.6	-6.6	-1.1	-0.8	1.8	14.1
